# KCNQ2 inh: KCNQ2 potassium channel inhibitors, primary screen, cell-based, CHO-K1, FluxOR thallium flux, B-score (AID 2156) | B-score at 10 µM | O88943 | 1.1% of 310,000 active | 20 min; stronger effect = lower value;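 active = fluorescence ratio B-score at most minus 3 library SDs, with starting brightness B-score within 2 library SDs, cut at about -5.5 in these data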
# Kir21 block: inhibitors of mouse Kir2.1 inward-rectifier potassium channel | HEK293-Kir2.1, FluxOR thallium flux fluorescence; stronger effect = lower value | B-score at 10 µM | 0.85% of 310,000 active | AID 1672;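 active = fluorescence ratio B-score at or below minus 3 SD of library scores, with starting-brightness B-score within 2 SD, cut at about -4.2 in these data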;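 note: channel flux triggered by added potassium and thallium sulfate stimulus; B-score of peak minus minimum fluorescence over baseline after thallium stimulus; more negative B-score means stronger Kir2.1 block with less thallium influx; some compounds called inactive have numbers as strong as hits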
# Target sequence (P35561 whole entry, looked up): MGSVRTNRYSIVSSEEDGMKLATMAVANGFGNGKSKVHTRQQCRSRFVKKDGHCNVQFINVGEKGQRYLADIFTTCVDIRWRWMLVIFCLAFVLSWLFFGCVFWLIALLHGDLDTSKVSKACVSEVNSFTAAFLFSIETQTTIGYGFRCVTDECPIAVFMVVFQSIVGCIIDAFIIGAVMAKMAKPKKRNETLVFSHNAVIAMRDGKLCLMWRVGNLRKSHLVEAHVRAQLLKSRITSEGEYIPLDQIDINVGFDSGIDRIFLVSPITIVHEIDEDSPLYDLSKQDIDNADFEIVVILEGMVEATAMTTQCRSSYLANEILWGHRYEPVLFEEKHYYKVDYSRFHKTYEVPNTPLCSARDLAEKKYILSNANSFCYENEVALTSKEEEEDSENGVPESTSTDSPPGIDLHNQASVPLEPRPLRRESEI
# * = called active by the depositor; i = inactive.
no. | compound | KCNQ2 inh | Kir21 block
1 | O=C1Nc2ccccc2/C1=C/c1nc2ccccc2c(=O)n1-c1ccc(O)cc1 | i | -0.94
2 | CCOc1ccc(C2SCC(=O)Nc3c2c(=O)[nH]n3C2CCCCCC2)cc1 (centres undefined) | i | 0.12
3 | O=[N+]([O-])c1ccc(NC2CCN(Cc3ccccc3)CC2)c2ccncc12 | i | -0.82
4 | CN1CC2([N+](=O)[O-])CC=C(Cl)C([N+](=O)[O-])(C1)C2 (centres undefined) | i | -0.24
5 | COc1ccc2c(c1)/C(=C/c1cnc[nH]1)C(=O)N2 | i | 0.57
6 | CN1C(=O)NC(=O)/C(=C/c2ccc(C(=O)O)cc2)C1=O | i | -0.81
7 | C=CCn1c(O)c(C(CC)=Nc2cc(OC)ccc2OC)c(=O)[nH]c1=O | i | 1.2
8 | C/C=C(\C)C(=O)OC1C(C)=C2C(C1OC(=O)CCCCC)C(C)(OC(C)=O)CC(OC(=O)CCC)C1(O)C2OC(=O)C1(C)O (centres undefined) | i | 0.08
9 | COc1ccccc1C(=O)Nc1ccc2c(c1)CC1(C(=O)N(C)C(=O)N(C)C1=O)C1CCCN21 (centres undefined) | i | -1.3
10 | Cc1cccc(N2C(=O)NC(=O)/C(=C/c3ccc(-c4ccc(C(=O)O)c(Cl)c4)o3)C2=O)c1 | i | 0.3
11 | CC(C)Oc1ccc(C2C(C#N)=C(N)Oc3c2c(=O)oc2ccccc32)cc1 (centres undefined) | i | 0.4
12 | CCN(C(=O)Oc1ccccc1)c1ccc(C(O)(C(=O)OC)C(F)(F)F)cc1 (centres undefined) | i | -0.21
13 | Clc1ccc(CCNCc2ccncc2)c(Cl)c1 | i | -0.37
14 | CCC(C)NC(=O)c1c(N)n(CC2CCCO2)c2nc3ccccc3nc12 (centres undefined) | i | 0.94
15 | CC(=O)NC1CC2CCC(C1)N2 (centres undefined) | i | -0.47
16 | O=c1[nH]c(=S)[nH]c(O)c1N=Nc1ccc2c(c1)OCO2 | i | -1.1
17 | Oc1ccc2c3c1O[C@H]1[C@@H](O)CC[C@@]4(O)[C@@H](C2)N(CC2CCC2)CC[C@]314 | i | -0.56
18 | CCOc1cc2c(cc1OCC)-n1cccc1C(c1cccc(OCC)c1O)NC2 (centres undefined) | i | -1.4
19 | FC(F)(F)Oc1ccc(NC2=NCCCS2)cc1 | i | -1.3
20 | COc1ccc([N+](=O)[O-])cc1N=Cc1c(O)n(CCc2ccccc2)c(=O)n(C(C)C)c1=O | i | 1.6
21 | Cn1ccc(NC(=O)CCl)n1 | i | 0.58
22 | CCOc1ccc(-n2c(O)c(N=Nc3ccc([N+](=O)[O-])cc3)c(=O)[nH]c2=O)cc1 | i | 0
23 | CCCCCCC(=O)N/N=C/c1c(O)n(CCCC)c(=S)[nH]c1=O | i | -0.02
24 | CC(C)CNP(=S)(c1ccccc1)C(C)(C)C (centres undefined) | i | 1.4
25 | CN1C(=O)N(C)C(=O)C2(Cc3cc([N+](=O)[O-])ccc3N(C)C2c2ccccc2)C1=O (centres undefined) | i | -1.3
26 | Cc1c(C(c2ccccc2Cl)c2c(O)c3ccccc3oc2=O)c(=O)n(-c2ccccc2)n1C (centres undefined) | i | -1.1
27 | O=C(c1ccc(Cl)cc1)C1CCCN(Cc2ccon2)C1 (centres undefined) | i | -1.4
28 | Oc1c(Br)cc(Br)cc1CN1CCN(Cc2ccccc2)CC1 | i | -1.8
29 | COC(=O)CC1=C(C(=O)OC)C2(C(=O)Nc3c(C)cccc32)C(C#N)=C(N)O1 (centres undefined) | i | 1.1
30 | O=[N+]([O-])NC1=NCCN1Cc1ccc(Cl)nc1 | i | 0.23
31 | Cc1cc2c(s1)NC(=O)CN=C2c1cccs1 | i | -0.29
32 | O=C(O)c1ccc(Cl)nc1 | i | 0.88
33 | CN1CCc2nc3ccc(F)cc3c(C(N)=O)c2C1 | i | 0.31
34 | Cc1nn(Cc2ccccc2)c(C)c1C(=O)OCC(=O)NCc1ccco1 | i | 0.53
35 | CCN(CC)S(=O)(=O)c1ccc(C(=O)NC2CN3CCC2CC3)cc1 (centres undefined) | i | 0.95
36 | O=[N+]([O-])c1ccc(C2C3C(c4ccccc4)=NC4(CCCC4)N32)cc1 (centres undefined) | i | 1.2
37 | O=C1NC(=O)C(CCc2ccncc2)(CCc2ccncc2)C(=O)N1C1CCCCC1 | i | -0.02
38 | N=c1c[n+](CC23CC4CC(CC(C4)C2)C3)[n-]o1 | i | -2.5
39 | CCOc1nc(NC(C)C)nc(N2CC3CC(C2)c2cccc(=O)n2C3)n1 (centres undefined) | i | 0.79
40 | CCOC(=O)C1(CCCc2ccccc2)CCN(C2CCCC2)CC1 | i | -0.89
41 | C=Cn1c(P(=S)(N2CCOCC2)N2CCOCC2)cc2c1CCCC2 | i | 2.4
42 | CC(C)c1ccc(NC(=O)N2C[C@H]3C[C@@H](C2)c2cccc(=O)n2C3)cc1 | i | -1.1
43 | COc1ccccc1N1CCN(C2CCCN(C(=O)COc3ccccc3Cl)C2)CC1 (centres undefined) | i | 1.1
44 | c1ccc(CNCCc2ccc3c(c2)OCO3)nc1 | i | 0.47
45 | Cc1ccc(-c2nc3ccccc3c(=O)n2-c2cccc(C)n2)cc1 | i | -0.16
46 | COC(=O)CC1NC2CCCCC2NC1=O (centres undefined) | i | -1.7
47 | COc1ccc(C2=NCC(=O)N(CC(=O)NCc3ccco3)c3sc4c(c32)CCCC4)cc1OC | i | 0.18
48 | CCCc1cc(=O)oc2cc(OCC(=O)N3CCN(Cc4ccc5c(c4)OCO5)CC3)ccc12 | i | -3.4
49 | Cc1nccc2c1[nH]c1ccc(Br)cc12 | i | -0.51
50 | CCC(=NCCc1ccccc1)c1c(O)n(C2CCCCC2)c(=O)[nH]c1=O | i | 0.17

# Going on with the list:
no. | compound | KCNQ2 inh | Kir21 block
51 | CCC(=NCCCN(CC)CC)c1c(O)n(-c2ccccc2)c(=O)[nH]c1=O | i | -0.21
52 | CC(C)c1oc(=O)cc2c1[C@@H](O)[C@H]1OC(=O)[C@@]3(C)C[C@@H](O)[C@@H](O)[C@@]2(C)C13 (some centres undefined) | i | 2
53 | Cc1cccc(NC(=O)[C@@H](NC(=O)N2C[C@H]3C[C@@H](C2)c2cccc(=O)n2C3)C(C)C)c1 | i | 0.03
54 | COc1ccc(-n2c(O)c(C(C)=NCc3ccc4c(c3)OCO4)c(=O)[nH]c2=O)cc1 | i | -0.84
55 | Nc1nnc(P(c2ccccc2)c2ccccc2)s1 | i | -0.03
56 | O=C1NC(=O)C(=Cc2csc3ccccc23)C(=O)N1 | i | -1.3
57 | C=CCn1c(O)c(C(CC)=NCc2cc(OC)cc(OC)c2)c(=O)[nH]c1=O | i | 0.16
58 | CN1C(=O)C(Cc2cccs2)C(=O)N(C)C1=O | i | 0.87
59 | OC(CN1CCCCC1)c1c[nH]c2ccccc12 (centres undefined) | i | 2.5
60 | O=C(Nc1ccc(OC(=O)N2CCCC2)cc1)N1CCOCC1 | i | 0.01
61 | O=[N+]([O-])c1cccc(CN2CCN(Cc3ccc(Cl)cc3)CC2)c1 | i | -3.4
62 | CC(O)CNc1ccc([N+](=O)[O-])c2cccnc12 (centres undefined) | i | 1.7
63 | CC(C)(C)c1nc(N2CCN(C(=O)c3ccco3)CC2)c2nnn(Cc3ccccc3Cl)c2n1 | i | 0.28
64 | CN1CCN(Cc2cn(C)c3ccccc23)CC1CCO (centres undefined) | i | -0.83
65 | C=CCn1c(O)c(C(C)=NCCN2CCN(C(=S)NC)CC2)c(=O)[nH]c1=O | i | 0.05
66 | CCCCCn1c(=O)c(C(=O)Nc2cccc(C)n2)c(O)c2ccccc21 | i | -1.5
67 | O=c1c2ccccc2[nH]c(=S)n1-c1ccc(Br)cc1 | i | 0.52
68 | O=C1NC(=O)N(Cc2ccccc2Cl)C(=O)/C1=C/c1cccs1 | i | 1.5
69 | CCOc1ccccc1N1C(=O)NC(=O)C(CCc2ccncc2)(CCc2ccncc2)C1=O | i | 0.15
70 | Cc1nc2ccc(Cl)cc2c(-c2ccccc2)c1C(=O)O | i | 0.76
71 | Nc1ccc(C2(c3ccc(N)cc3)CN3CCC2CC3)cc1 | i | 1.7
72 | Cc1ccc(-n2c(C)nc3ccccc3c2=O)c(C)c1 | i | -0.37
73 | O=c1cc(C2CCNCC2)[nH][nH]1 | i | 0.94
74 | COC(=O)COc1ccc(/C=C2\C(=O)NC(=S)N(c3ccc(C)cc3)C2=O)cc1OC | i | 0.48
75 | COc1cccc(N=Nc2c(O)[nH]c(=S)[nH]c2=O)c1 | i | -2

# Compounds shown so far with bromine, in the order listed:
no. | compound | KCNQ2 inh | Kir21 block
28 | Oc1c(Br)cc(Br)cc1CN1CCN(Cc2ccccc2)CC1 | i | -1.8
49 | Cc1nccc2c1[nH]c1ccc(Br)cc12 | i | -0.51
67 | O=c1c2ccccc2[nH]c(=S)n1-c1ccc(Br)cc1 | i | 0.52

# (list continues)
no. | compound | KCNQ2 inh | Kir21 block
76 | O=[N+]([O-])c1ccc(N2CCCC2)cc1N/N=C1\CN2CCC1CC2 | i | 0.84
77 | CN1CCN(C(=O)O[C@H]2c3nccnc3C(=O)N2c2ccc(Cl)cn2)CC1 | i | 0.18
78 | COc1ccc(-n2c(/C=C/c3ccc4c(c3)OCO4)nc3ccccc3c2=O)cc1 | i | 0.52
79 | O=c1[nH]c(O)c(C=Nc2ccccc2Sc2ccccc2)c(=O)[nH]1 | i | -0.87
80 | CCOC(=O)C1CCN(/C=C2/C(=O)NC(=S)N(c3ccccc3F)C2=O)CC1 | i | -0.05
81 | CCOC(=O)c1nsnc1NCCCl | i | -1.3
82 | Cc1cc(NC(=O)CCl)nn1C | i | 0.2
83 | O=C(Nc1ccc(F)cc1)OC1CN2CCC1CC2 (centres undefined) | i | 0.96
84 | O=C(CN1CCN(CCO)CC1)Nc1ccc(Cl)cc1C(=O)c1ccccc1 | i | -1.1
85 | Oc1cc(Cl)ccc1Oc1ccc(Cl)cc1Cl | i | 1.2
86 | CC(N)Cc1c[nH]c2cc3c(cc12)OCCO3 (centres undefined) | i | 0.02
87 | CC(=O)NC(Cc1ccc(N(CCCl)CCCl)cc1)C(=O)O (centres undefined) | i | -1
88 | COc1ccc(CN2C(=O)NC(=O)/C(=C/c3cc(OC)c(OC)c(OC)c3)C2=O)cc1 | i | 0.44
89 | COc1ccc(OC)c(-n2c(O)c(C=Nc3c(C)n(C)n(-c4ccccc4)c3=O)c(=O)[nH]c2=O)c1 | i | 0.01
90 | O=C(Cc1ccc(Cl)cc1)NCCN1CCN(C(=O)Cc2ccc(Cl)cc2)CC1 | i | -3
91 | Cc1ccc(C2N(c3ccccn3)C(=O)C3CCCN32)o1 (centres undefined) | i | 0.26
92 | O=C(CCN1C(=O)COc2ccccc21)N1CCC2(CC1)OCCO2 | i | 0.5
93 | CCCn1c(C)cc(C=O)c1C | i | 0.25
94 | CN(C)C(=O)Oc1ccc2c(c1)O/C(=C\c1cccc(Cl)c1)C2=O | i | -0.09
95 | C#CCN1C(=O)C2(C(C#N)=C(N)OC(C)=C2C(=O)OCc2ccccc2)c2ccccc21 (centres undefined) | i | -1.6
96 | CCC(C)/C=C(C)/C=C/C1=CC2=C(Cl)C(=O)C(C)(OC(C)=O)C(=O)C2=CO1 (centres undefined) | i | 0.64
97 | O=C(c1cc(-c2ccccc2)on1)N1CCC2(CC1)OCCO2 | i | 0.7
98 | CC1(C)COC(Nc2ccc(Cl)cc2)=N1 | i | 1.9
99 | CCOc1ccc(-n2c(O)c(C=NCCN3CCNCC3)c(=O)[nH]c2=O)cc1 | i | -0.79
100 | CN(C)C1=NP(N(C)C)(N(C)C)=NC(c2ccccc2)=N1 | i | 0.78

# Part of the list above, with each value named.
80	CCOC(=O)C1CCN(/C=C2/C(=O)NC(=S)N(c3ccccc3F)C2=O)CC1
  KCNQ2 inh: i | Kir21 block: -0.05

81	CCOC(=O)c1nsnc1NCCCl
  KCNQ2 inh: i | Kir21 block: -1.3

82	Cc1cc(NC(=O)CCl)nn1C
  KCNQ2 inh: i | Kir21 block: 0.2

# (more compounds)
no. | compound | KCNQ2 inh | Kir21 block
101 | Cc1nccn1Cc1ccc(Cl)nc1 | i | -0.09
102 | COc1ccc(NC(=O)c2cn(CCC#N)nc2-c2cccc(Br)c2)cc1 | i | 0.45
103 | COc1ccc(C2SCC(=O)Nc3c2c(C)nn3-c2ccccc2)cc1 (centres undefined) | i | 0.62
104 | CN1CCN(c2nc([N+](=O)[O-])nn2C)CC1 | i | -2.8
105 | Fc1ccccc1N1CCN(Cc2c(F)cccc2F)CC1 | i | 0.92
106 | CC(C)CC12CN3CCN(CC(C3)/C1=N/O)C2 | i | 0.09
107 | CCSP1(=S)N=C(N2CCOCC2)C(C#N)=C2CCCN21 (centres undefined) | i | -1.1
108 | COc1ccc(C(=O)N2CCOCC2)cc1S(=O)(=O)N1CCC(C)CC1 | i | -1.3
109 | O=S(=O)(NC1CN2CCC1CC2)c1ccc(Cl)cc1 (centres undefined) | i | 0.21
110 | COc1ccc(C2=NCC(=S)Nc3ccc(Cl)cc32)cc1OC | i | 0.08
111 | O=Cc1cn(Cc2c(F)cccc2Cl)nc1-c1ccccc1 | i | -1
112 | CCOC(C(=O)OCC(O)CN(CC)CC)(c1ccccc1)c1ccccc1 (centres undefined) | i | -0.98
113 | O=Cc1c(C(=O)O)n(Cc2ccccc2F)c2ccccc12 | i | -0.6
114 | COc1cccc(C2C([N+](=O)[O-])=C(N)Oc3c2c(=O)oc2ccccc32)c1 (centres undefined) | i | 0.21
115 | Cn1c(O)c(/C=C2\C=c3ccccc3=NC2=O)c(=O)n(C)c1=O | i | 1.1
116 | CCOP(=O)(OCC)C(NC(=O)c1ccc(Cl)cc1)=C(Cl)Cl | i | -0.01
117 | C=CCn1c(O)c(C(CC)=Nc2ccc(NC(C)=O)cc2)c(=O)[nH]c1=O | i | 0.38
118 | C=CCn1c(O)c(C=NCCN2CCOCC2)c(=O)[nH]c1=S | i | -0.04
119 | CCCCc1nc2ccccc2c(=O)n1-c1ccc(Cl)cc1[N+](=O)[O-] | i | -2.7
120 | OC(c1ccccc1)(c1ccccc1)C1CN2CCC1CC2 (centres undefined) | i | -0.98

# A portion of the library; the hit share may differ from the screen's.
